RMI FANCM FP – disruptors of RMI1/RMI2 association with MM2 peptide – biochemical, fluorescence polarization, human, primary screen. RMI core complex (RMI1/RMI2) binding to FANCM MM2 peptide, human. RMI core complex with F-MM2 peptide; hits give low values. FP signal (polarization) at 33 µM. 0.58% of 70,000 active; in the data active = FP signal below about 40; also: inactives centre near 61; strong numbers were not always called active; unit not given here
Starred values were filed as active, the others as inactive; & = joins results of further samples. Some of the compounds tested; rates above refer to the full screens.

Start of the data: the first 4 records as a preview:
No.	RMI FANCM FP	structure
1	55	Cc1ccc(Cl)cc1Nc1nc(N2CCOCC2)nc(N2CCOCC2)n1
2	60	CCC(C)[C@H](NC(=O)OC(C)(C)c1cc(OC)cc(OC)c1)C(=O)O (some centres not stated)
3	56	CC(C)S(=O)(=O)c1cnc(-c2cnccn2)nc1N
4	56	Cc1ccc(S(=O)(=O)N2CCN(c3nc(-c4ccccc4)ns3)CC2)cc1

The list itself, repeating the preview:
No.	RMI FANCM FP	structure
1	55	Cc1ccc(Cl)cc1Nc1nc(N2CCOCC2)nc(N2CCOCC2)n1
2	60	CCC(C)[C@H](NC(=O)OC(C)(C)c1cc(OC)cc(OC)c1)C(=O)O (some centres not stated)
3	56	CC(C)S(=O)(=O)c1cnc(-c2cnccn2)nc1N
4	56	Cc1ccc(S(=O)(=O)N2CCN(c3nc(-c4ccccc4)ns3)CC2)cc1
5	72	Cc1cc(C)c2sc(N(CCN(C)C)C(=O)c3ccn(C)n3)nc2c1
6	98	Cc1ccc(-c2cc3c(=O)n(Cc4nc(-c5cccc(Br)c5)no4)ccn3n2)cc1C
7	60	Cc1cc(C(=O)CSc2nnc3sc4ccccc4n23)c(C)n1C1CCCCC1
8	74	CS(=O)(=O)c1ccc(Nc2nc(CC(=O)N3CCc4ccccc43)cs2)cc1
9	62	CCOc1ccc(CC(=O)NCCc2csc(C)n2)cc1
10	107	Cc1ccc(-n2c(SCc3nc(-c4cccs4)no3)nc3ccccc3c2=O)cc1
11	64	COCCN1CCCc2ccc(NS(=O)(=O)c3ccc(F)c(C)c3)cc21
12	66	COc1ccc(CCNC(=O)COc2ccccc2Br)cc1OC
13	63	COCC(=O)N1CCN(c2nccn2C)CC1
14	56	CCOC(=O)c1c(N=c2scc(-c3ccc(C)cc3)n2-c2ccccc2)sc2c1CCCC2
15	58	Cc1c(NC(=O)N2CCCC2)c(=O)n(-c2ccccc2)n1C

Values in list order from the list:
RMI FANCM FP for entries 2 to 10 → 60, 56, 56, 72, 98, 60, 74, 62, 107

Next records:
No.	RMI FANCM FP	structure
16	66	O=C(CCCSc1ccccc1)Nc1ccc2ncsc2c1
17	71	O=C(Nc1nnc(Cc2cccs2)o1)c1cccs1
18	60&46	COc1ccc([C@@H]2CC(=O)c3c(O)cc(O)cc3O2)cc1O
19	60	CN(C)C(=O)CSCCOc1ccccc1
20	60	Cc1c(N=C2NC(=O)C(CC(=O)Nc3ccc(Cl)cc3)S2)c(=O)n(-c2ccccc2)n1C (configuration not stated)
21	50	COc1cccc(N2CC(=O)N(/N=C\c3ccc(Cl)cc3)CC2=O)c1
22	77	C#CCn1c(=NC(=O)/C=C/c2cccc([N+](=O)[O-])c2)sc2cc(Cl)ccc21
23	87	O=C(/C=C/c1ccc(-c2cccc(C(F)(F)F)c2)o1)c1cccs1
24	59	CC(C)(C)NC(=S)Nc1ccc([N+](=O)[O-])cc1Cl
25	57	O=C1OC2(CCCCC2)OC(=O)C1=Cc1ccoc1
26	63	COc1ccc(NC(C)=O)cc1NC(=O)CCCSc1ccc(NC(=O)C2CC2)nn1
27	61	C=CCNC(=O)C12CCC(C)(C(=O)C1Br)C2(C)C (configuration not stated)
28	71	CCCN(CCC)S(=O)(=O)c1ccc(C(=O)Nc2nc3cc4c(cc3s2)OCCO4)cc1
29	63&47	CC1(C)S[C@@H]2[C@H](NC(=O)Cc3ccccc3)C(=O)N2[C@H]1C(=O)O
30	58	COC(=O)c1c(N)sc2c1CCN(C(C)C)C2
31	42	CN(C)CCCN1C(=O)C(O)=C(C(=O)c2ccco2)C1c1cccc(Br)c1 (configuration not stated)
32	60	COc1ccc(N=P(c2ccccc2)(c2ccccc2)c2ccccc2)cc1
33	53	COc1ccc(-c2csnn2)cc1S(=O)(=O)Nc1ccccc1
34	87	COc1ccc2sc(N(CCCN(C)C)C(=O)c3cccc(Cl)c3)nc2c1
35	63	O=C(Nc1ccc2c3c(cccc13)CC2)c1ccc([N+](=O)[O-])cc1[N+](=O)[O-]
36	67	COc1c2c(cc3c1C(CC(=O)c1ccccc1)N(C)CC3)OCO2 (configuration not stated)
37	55	O=S(=O)(O)c1ccc2ccc3ccccc3c2c1
38	57	COc1ccc(N2CCN(C(=O)c3ccc(-n4nc(C)cc4C)cc3)CC2)cc1
39	63	CCOc1ccc2ncc(C#N)c(Nc3cccc(SC)c3)c2c1
40	63	O=C(Cc1ccc(F)cc1)N1CCN(c2ccc(-c3ccccc3)nn2)CC1
41	66	O=C(Nc1nnc(-c2ccc(Br)cc2)o1)c1cc(Cl)ccc1Cl
42	63	Cn1nc2c(c1NC(=O)Cc1ccc3c(c1)OCO3)CCC2
43	58	O=C(NCC1CCCO1)c1cccc(S(=O)(=O)N2CCOCC2)c1 (configuration not stated)
44	56	CCOc1nc2ccccc2nc1OCC
45	70	COC(=O)c1ccccc1NC(=O)Cn1ncn2nc(-c3ccc(F)cc3)cc2c1=O
46	63	O=C(Cc1cc(=O)[nH]c(SCc2ccc(F)cc2)n1)NCc1ccc2c(c1)OCO2
47	73	COc1cc(Cn2nc(C3CC3)c3cnn(-c4cccc(Cl)c4)c3c2=O)cc(OC)c1
48	64	Cc1ccc(S(=O)(=O)Nc2ccccc2C(=O)Nc2nc3c(F)cc(F)cc3s2)cc1
49	71	N/C(COc1ccc(-c2nnco2)cc1)=N/OC(=O)c1cccc(C(F)(F)F)c1
50	65	COc1cc(C(=O)Nc2ccc3c(c2)N(C(=O)C2CCCC2)CC3)cc(OC)c1OC
51	83	O=C(CSc1ccc(NC(=O)c2ccco2)nn1)Nc1ccc(OC(F)(F)F)cc1
52	143	O=C(Nc1cccc(-c2ccc3nnc(-c4cccnc4)n3n2)c1)c1ccc(F)cc1
53	63	C=CCn1c(=S)[nH]c2scc(-c3ccccc3Cl)c2c1=O
54	121	CCOC(=O)c1c(-c2ccc(F)cc2)csc1NC(=O)CSc1nc2c(c(-c3ccccc3)c1C#N)C(=O)CC(C)(C)C2
55	48	Cc1ccc(C(N)=S)c(=O)[nH]1
56	59	COc1ccc2c(c1)CCCC2=Nc1ccccc1C(F)(F)F
57	57	COc1ccc(NC(=O)CN2CCC3(CC2)NC(=O)N(C)C3=O)c(OC)c1
58	58	Cc1ccc(C(=O)NC(Nc2ccc(S(=O)(=O)Nc3nc(C)cc(C)n3)cc2)C(Cl)(Cl)Cl)cc1 (configuration not stated)
59	63	CCOc1ccc(-c2cn3c(CC(=O)NCc4ccccc4OC)csc3n2)cc1
60	63	Cn1cnnc1SC1CCCCC1NS(=O)(=O)c1ccccc1 (configuration not stated)
61	68	CN(C)Cc1c(C(=O)O)[nH]c(=O)[nH]c1=O
62	65	CS(=O)(=O)c1ccc2nc(NC(=O)c3ccc(=O)n(Cc4ccc(Cl)cc4)c3)sc2c1
63	68	CCCN1CCCc2cc(CCNC(=O)c3cccc(OC)c3)ccc21
64	55	CC(C)NC(=O)NNC(=O)c1cccc(COc2ccc(C3SCCS3)cc2)c1
65	67	O=C(NCCN1CCOCC1)C(=O)NCC1CCN(Cc2ccccc2)CC1
66	55	Fc1cccc(Cl)c1CSc1nnc2ccc(-c3ccc4c(c3)OCO4)nn12
67	62	O=C(NCc1cc(F)cc2c1OCOC2)c1cnc2ccccc2n1
68	-6*	CN1c2ccccc2C(=O)/C(=N/Nc2ccccc2Cl)S1(=O)=O
69	55	FC(F)(F)c1ccc(-c2n[nH]c(=S)n2Cc2ccco2)cc1
70	63	Cn1c(Oc2ccccc2Br)nc2c1c(=O)n(Cc1ccccc1)c(=O)n2C
71	57	O=C(CN1c2ccccc2Sc2ccccc21)N/N=C/c1ccc(Cl)cc1
72	59	Cc1ccc(NC(=O)c2oc3ccccc3c2NC(=O)C2CC2)cc1C
73	64	COC(=O)Cn1c(=NC(=O)c2ccno2)sc2cccc(F)c21
74	77	O=C(COc1ccc(Cl)cc1)NCC1CCN(Cc2ccccc2)CC1
75	61	Cc1nc(CSc2nnc3c(C)cc4ccccc4n23)cs1

Arranged by count of non-hydrogen atoms (lowest first): some entries from above.
No.	RMI FANCM FP	structure
61	68	CN(C)Cc1c(C(=O)O)[nH]c(=O)[nH]c1=O
69	55	FC(F)(F)c1ccc(-c2n[nH]c(=S)n2Cc2ccco2)cc1
63	68	CCCN1CCCc2cc(CCNC(=O)c3cccc(OC)c3)ccc21

Random excerpt: four entries already listed.
No.	RMI FANCM FP	structure
72	59	Cc1ccc(NC(=O)c2oc3ccccc3c2NC(=O)C2CC2)cc1C
70	63	Cn1c(Oc2ccccc2Br)nc2c1c(=O)n(Cc1ccccc1)c(=O)n2C
62	65	CS(=O)(=O)c1ccc2nc(NC(=O)c3ccc(=O)n(Cc4ccc(Cl)cc4)c3)sc2c1
66	55	Fc1cccc(Cl)c1CSc1nnc2ccc(-c3ccc4c(c3)OCO4)nn12

Continuation.
No.	RMI FANCM FP	structure
76	81	CCCc1ccc(S(=O)(=O)NCC2CCN(Cc3ccco3)CC2)cc1
77	56	Cc1cc(NC(=O)CSc2ccnc3c2c(=O)n(C)c(=O)n3C)no1
78	67	CSc1cccc(NC(=O)Cn2c(C)cc(C)c(S(=O)(=O)c3ccc(C)cc3)c2=O)c1
79	55	FC(F)(F)c1ccc(N2CCC(n3cccc3)CC2)nc1
80	59	COc1cc([N+](=O)[O-])ccc1NC(=O)c1ccc(Br)s1
81	56&61	CC(=O)N[C@@H](CC(=O)O)C(=O)O
82	60	O=C(CN1CCC(c2nc3ccccc3[nH]2)CC1)NCCc1ccccc1
83	52	COc1cccc(C(CNC(=O)c2ccc(Br)cc2)N2CCOCC2)c1 (configuration not stated)
84	60	O=c1ccc(C(F)(F)F)c[nH]1
85	61	COc1ccc(SCCCC(=O)Nc2c3c(nn2C)CCC3)cc1
86	65	Cc1ccc(S(=O)(=O)Oc2cc(=O)n(-c3ccccc3)c3c2c(=O)n(C)c(=O)n3C)cc1
87	57	CC(=O)c1ccc2c(c1)N(CCCN1CCC(CCO)CC1)c1ccccc1S2
88	58	O=C(CCN1C(=O)c2ccccc2C1=O)Nc1ccccc1C(F)(F)F
89	55	NS(=O)(=O)c1cc2c(cc1Cl)NC(CC1CCCC1)NS2(=O)=O (configuration not stated)
90	60	CC1CN(C(=O)c2ccccc2[N+](=O)[O-])CCN1C(=O)c1ccccc1[N+](=O)[O-] (configuration not stated)
91	67	O=C(Cc1ccc(F)cc1)NCCn1nc(-c2ccco2)ccc1=O
92	56	Cc1nc(-c2nc(C)c(C(=O)NNC(=O)Nc3ccccc3)s2)cs1
93	61	O=C(CSc1ncnc2c1nnn2Cc1ccc(Cl)cc1)N1CCN(c2ccccc2)CC1
94	58	COc1cc(C(=O)Nc2ccccc2N2CCCCC2)cc(OC)c1OC
95	56	CC(C)(C)CC(=O)NCC(c1cccs1)N1CCc2ccccc2C1 (configuration not stated)
96	112	COc1cc2cc(C3CC(c4ccco4)=NN3)c(Cl)nc2cc1OC (configuration not stated)
97	62	CCOc1cn(C)c(C(=O)Nc2ccccc2)cc1=O
98	60	O=C(Nc1ccc2c(c1)CCN2C(=O)C1CCCC1)C1CC1
99	59	COc1ccc(N2CC(NC(=O)Nc3ccc(Br)cc3C)CC2=O)cc1 (configuration not stated)
100	58	OCc1cc(-c2ccc(Cl)c(Cl)c2)no1
101	60	O=C(CCN1C(=O)c2cccc3cccc(c23)C1=O)N1CCN(Cc2ccc3c(c2)OCO3)CC1
102	59	CN1CCOc2ccc(NC(=O)C3CCCCC3)cc2C1=O
103	58	CCOC(=O)c1ccc(OCC(=O)c2ccc(O)cc2O)cc1
104	53	CCc1nnc(NC(=O)CSc2nc(=O)n(N3CCN(C)CC3)c3c2CCCC3)s1
105	49	Cc1cc(CNC(=O)Nc2c(C)noc2C)c(C(F)(F)F)o1
106	54	Cc1nc2c(ncn2-c2ccccc2)c(=O)n1NC(=O)CN(Cc1ccccc1)Cc1ccccc1
107	88	O=C1Nc2ccc(I)cc2C1=Cc1cc(Br)c(O)c(Br)c1
108	89	Cc1cc(C)c2nc(N(Cc3cccnc3)C(=O)Cc3ccc(C(C)C)cc3)sc2c1
109	54	O=C(Cn1nnc(-c2cc(Cl)cc(Cl)c2)n1)N/N=C\c1ccccc1Cl
110	58&74	COc1ccc2c(c1OC)C(=O)O[C@@H]2[C@H]1c2c(cc3c(c2OC)OCO3)CCN1C
111	61	O=c1oc(-c2ccco2)ns1
112	53	COc1ccc(-c2cc(-c3ccccc3)c3cc(Cl)ccc3n2)cc1OC
113	64	O=C(Nn1cnc2c(cnn2-c2cccc(Cl)c2)c1=O)c1ccc(F)c(F)c1
114	54	O=C(NC(=O)c1cccc(=O)o1)Oc1ccccc1
115	114	NC(=O)c1ccc(NC(=O)Cn2nc(-c3ccccc3)c3sc(N4CCOCC4)nc3c2=O)cc1
116	54	Cc1cc(NC(=O)CC2NCCN(Cc3ccccc3)C2=O)no1 (configuration not stated)
117	65	O=C(CSc1ncc(-c2ccc(Cl)cc2)o1)c1ccc(Cl)cc1
118	64	Cc1nc2scc(C)n2c(=O)c1NC(=O)C1CCCO1 (configuration not stated)
119	61	O=C(NCCc1c[nH]c2ccccc12)C1CCCN(c2ccc(-c3ccco3)nn2)C1 (configuration not stated)
120	120	C=CCn1nnnc1SCC(=O)Nc1ccccc1OC
121	53	O=C(Nc1ccc(F)cc1)c1cccnc1Oc1ccccc1
122	57	Cc1ccc(OCC(=O)O)cc1
123	64	COc1ccc(-c2c(C#N)c(SCC(=O)Nc3nccs3)nc3c2CCC3)cc1
124	72	O=C(NCCN1CCOC(c2ccccc2)C1)C(=O)NC1CCCCC1 (configuration not stated)
125	250	CCOc1cc(/C=C(\C#N)c2nc3ccc(C)cc3[nH]2)cc(I)c1O
126	59&48	COc1cc(OC)c(NC(=O)C(Sc2ccccc2N)c2ccccc2)cc1Cl (configuration not stated)
127	55	CCOC(=O)c1c(N)sc2c1-c1ccccc1C2
128	57	C=C(C)COc1ccc([N+](=O)[O-])cc1
129	55&59	CC(C)c1ccc2c(c1)c(SC(C)(C)C)c(CC(C)(C)C(=O)O)n2Cc1ccc(Cl)cc1
130	59	O=C(NC(=S)NC1CCS(=O)(=O)C1)c1cccs1 (configuration not stated)
131	54	COCCN1CCCc2ccc(NS(=O)(=O)c3ccc4c(c3)OCCO4)cc21
132	53	CCc1cnc2c(c1Nc1ccc(S(N)(=O)=O)cc1)c(=O)n(C)c(=O)n2C
133	65	COc1cccc(NC(=O)C(=O)NCCC(C)C)c1

Screening data (PubChem BioAssay)
